hIAP block = blocks human intestinal alkaline phosphatase; P09923; purified IAP, CDP-Star luminescence, 30 min; inhibition, % at 10 µM; 330,000 compounds, 0.12% hits; AID 2544;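 active means inhibition reaching a set limit with compound at 10 µM in the primary screen, cut at about 35% in these data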;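 further: plate controls were DMSO wells with enzyme for no effect and no-enzyme buffer wells for full effect; values of inactives mirror those of a sister screen read the other way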
A3G deaminase = inhibitors of human APOBEC3G DNA deaminase; Q9HC16; recombinant A3G, ssDNA deamination FAM/TAMRA fluorescence; inhibition, % at 20 µM; 330,000 compounds, 0.28% hits;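 active means inhibition of at least 40% at 20 µM, with no more than 30% in the related APOBEC3A deaminase screen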;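 further: plate controls were DMSO wells with A3G for no effect and wells lacking A3G enzyme for full effect; some compounds called inactive have numbers as strong as hits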
Target sequence (Q9HC16 whole entry, looked up): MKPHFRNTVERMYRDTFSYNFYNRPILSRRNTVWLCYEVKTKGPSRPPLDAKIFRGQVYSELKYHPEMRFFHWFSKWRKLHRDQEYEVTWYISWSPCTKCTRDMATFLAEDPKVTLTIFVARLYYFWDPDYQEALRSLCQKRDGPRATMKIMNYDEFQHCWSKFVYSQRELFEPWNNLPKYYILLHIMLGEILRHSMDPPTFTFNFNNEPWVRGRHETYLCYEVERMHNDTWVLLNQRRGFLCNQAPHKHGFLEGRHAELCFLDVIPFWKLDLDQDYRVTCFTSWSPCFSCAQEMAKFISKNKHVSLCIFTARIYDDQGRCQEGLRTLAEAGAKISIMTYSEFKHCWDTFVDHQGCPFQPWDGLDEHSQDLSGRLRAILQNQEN
mIAP block = mouse IAP inhibition | purified mouse IAP, CDP-Star luminescence, 30 min | AID 2806 | 330,000 compounds, 0.2% hits | inhibition, % at 10 µM;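 active means inhibition of at least 40% at 10 µM in the primary screen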;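 further: plate controls were DMSO with enzyme for no effect and no enzyme wells for full effect; values of inactives mirror those of a sister screen read the other way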
APOBEC3A inh = inhibitors of human APOBEC3A DNA deaminase. P31941. recombinant A3A, FAM/TAMRA ssDNA deamination fluorescence. inhibition, % at 20 µM. 330,000 compounds, 0.41% hits. AID 493011;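 active means at least 40% inhibition at 20 µM here, with at most 30% in a related deaminase screen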;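 further: plate controls were A3A with DMSO for no effect and wells lacking A3A enzyme for full effect; some results filed as inactive read as strong as hits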
Target sequence (P31941 whole entry, looked up): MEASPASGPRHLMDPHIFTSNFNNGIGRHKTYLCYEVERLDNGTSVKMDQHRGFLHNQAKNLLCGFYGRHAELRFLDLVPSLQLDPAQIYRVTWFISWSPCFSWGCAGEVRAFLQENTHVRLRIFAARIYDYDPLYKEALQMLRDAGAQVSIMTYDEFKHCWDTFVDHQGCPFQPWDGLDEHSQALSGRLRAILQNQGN
MPTP inh = inhibitors of mitochondrial permeability transition pore; isolated mouse mitochondria, Ca2+ swelling absorbance, 30 min; inhibition, % at 10 µM; 360,000 compounds, 1.4% hits;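 active means inhibition of 50% or more, scaled per plate between neutral and stimulator controls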;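 further: 0% = DMSO wells given calcium and 100% = 1 mM EGTA wells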
beta cell repl = MIN6 beta-cell proliferation induction | MIN6 cells proliferation, ATPlite luminescence, 48 h; cells starved in 0.2% serum; 100% = growth in 10% serum | proliferation, % at 10 µM | 330,000 compounds, 0.29% hits;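 active means compounds whose signal lies at least 3.5 SD above the mean of all wells on their plate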;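 further: 0% = DMSO-treated cells in low-serum medium and 100% = 10% serum control; some compounds called inactive have numbers as strong as hits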
hIAP act = increases human intestinal alkaline phosphatase activity; P09923; purified human IAP, CDP-Star luminescence, 30 min; stronger effect = higher value; 1 = vehicle-only enzyme, 0 = enzyme-free background; activation factor at 10 µM; 330,000 compounds, 0.16% hits;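 active means activation factor of the enzyme at least 2-fold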; further: the source names both 10 and 20 µM as test concentration; values of inactives mirror those of a sister screen read the other way
ATG4B inhibitor = inhibitors of human ATG4B cysteine protease; AID 504462; ATG4B cleavage of LC3-PLA2, NBD-HPC fluorescence, 1 h; 340,000 compounds, 0.51% hits; inhibition, % at 8.33 µM; Q9Y4P1; in the data active means inhibition above about 40%
Target sequence (Q9Y4P1 whole entry, looked up): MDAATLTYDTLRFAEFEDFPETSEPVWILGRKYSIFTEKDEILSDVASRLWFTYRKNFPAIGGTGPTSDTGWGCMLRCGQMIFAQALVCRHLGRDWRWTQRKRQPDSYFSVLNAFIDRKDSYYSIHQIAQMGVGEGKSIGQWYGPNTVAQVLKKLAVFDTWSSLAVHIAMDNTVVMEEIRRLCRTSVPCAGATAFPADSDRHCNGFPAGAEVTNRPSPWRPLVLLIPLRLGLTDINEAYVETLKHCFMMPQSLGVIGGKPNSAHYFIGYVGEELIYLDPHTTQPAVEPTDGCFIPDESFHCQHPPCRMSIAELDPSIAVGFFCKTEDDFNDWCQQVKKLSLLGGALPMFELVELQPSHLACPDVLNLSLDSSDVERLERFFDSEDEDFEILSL
mIAP act = mouse IAP activation; activation factor at 10 µM; muIAP, CDP-Star luminescence, 30 min; stronger effect = higher value; 1 = vehicle-only enzyme signal, 0 = enzyme-free wells; 330,000 compounds, 0.24% hits;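 active means activation factor of at least 2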; further: the source names both 10 and 20 µM as test concentration; values of inactives mirror those of a sister screen read the other way
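Assay system: mouse IAP enzyme; reagent: chemiluminescent substrate CDP-Star; dosing: test compounds delivered from DMSO solution; schedule: 30 min at room temperature; measured by: luminescence from enzymatic CDP-Star hydrolysis; controls: DMSO-only wells and no-enzyme negative control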
Starred values were filed as active, the others as inactive; · = no result given.

SMILES	hIAP block	A3G deaminase	mIAP block	APOBEC3A inh	MPTP inh	beta cell repl	hIAP act	ATG4B inhibitor	mIAP act
O=C(NC1CC1)c1sc2cc(F)ccc2c1Cl	16	-6	3	-2	1.9	0	0.84	5	0.97
O=C(CC12CC3CC(CC(C3)C1)C2)NCC(=O)N1CCCC1	-23	-1	-15	4	-0.5	-3	1.2	-1	1.1
O=C(NCc1ccco1)c1cc(-c2ccccc2)nn1CC1CC(c2cccc([N+](=O)[O-])c2)=NO1 (centres undefined)	8	-9	6	-5	1.6	-4	0.92	-5	0.94
CC(=O)N1CCN(C(=S)Nc2ccc(SC(F)F)cc2)CC1	-10	-4	-8	0	-3.9	-2	1.1	-15	1.1
CCOC(=O)c1sc2nc(N3CCOCC3)c3c(c2c1N)CC(C)(C)N(C)C3	-6	-5	4	-1	-1.9	-3	1.1	-12	0.96
Cc1cccc(C)c1NC(=O)COn1nnc2ccc(C(F)(F)F)cc21	-12	-5	-10	0	1.4	0	1.1	1	1.1
O=S(=O)(c1cc(Cl)sc1Cl)N1CCCC1	14	-1	9	3	3.0	0	0.86	-4	0.91
Cc1ccccc1CCNC(=O)C1CC(O)CN1C(=O)Nc1ccccc1 (centres undefined)	-31	-6	-11	-6	-1.1	-2	1.3	5	1.1
Cc1nc2ccccc2nc(C)c1=NOCc1cccc(Cl)c1	-2	-3	2	4	0.7	-3	1	-8	0.98
CCOC(=O)/C=c1\s/c(=C\c2c(OCC)ccc3ccccc23)c(=O)n1CC(=O)NCC1CCCO1 (centres undefined)	-23	-1	-3	-5	-5.1	-3	1.2	-5	1
CCOc1ccc(-c2c(=O)n(OCc3nc4ccccc4[nH]3)c3ccccc3[n+]2[O-])cc1	7	-9	5	-5	3.2	0	0.93	3	0.95
COc1ccc(CN2CCn3ncc(C(=O)Nc4ccccc4)c3C2=O)cc1	13	-8	1	-3	4.7	1	0.87	-1	0.99
CCN1CCCC1CNS(=O)(=O)c1ccc(Br)cc1 (centres undefined)	-9	1	-5	2	-0.1	-4	1.1	-6	1
CCc1ccc(N2CC(C(=O)Nc3nc4ccc(S(C)(=O)=O)cc4s3)CC2=O)cc1 (centres undefined)	10	-11	10	-4	1.6	0	0.9	-12	0.91
COc1ccc(OCCN2C(=O)NC3(CCc4ccccc4C3)C2=O)cc1 (centres undefined)	2	-7	5	1	0.9	-5	0.98	-1	0.95
O=C(Cn1ccc(C(F)(F)F)n1)N=Nc1c(O)[nH]c2ccccc12	-39	-10	1	-2	0.0	0	1.4	-3	0.99
CCN(CC)CCOC(=O)c1cccc(Br)c1	-4	-2	2	0	-1.3	3	1	-15	0.98
O=C(N/N=C/c1ccc([N+](=O)[O-])cc1)c1cc(C2CC2)[nH]n1	-50	0	7	-1	-1.1	-2	1.5	-12	0.93
Cc1ccc(Oc2ncc(CN3CCOCC3)s2)cc1	11	-4	5	-5	2.8	-1	0.89	-8	0.95
Cc1ccc2c(c1)N(CC(=O)NCCCN1CCN(C)CC1)C(=O)CO2	8	-5	-2	1	1.6	4	0.92	6	1
CCN1C(=O)/C(=C\c2nc3ccccc3c(=O)n2CC)c2ccccc21	-38	0	-1	0	1.6	-3	1.4	3	1
O=C(Cn1cc(C(=O)c2ccco2)c2ccccc21)Nc1ccccc1F	-3	-7	3	-1	31	-7	1	-10	0.97
CC(NC(=O)COC(=O)CNC(=O)c1ccc(-c2ccccc2)cc1)c1ccccc1 (centres undefined)	-10	-14	-1	-1	-0.4	-3	1.1	-20	1
CC1(C)C2CCC1(CS(=O)(=O)NC(CC(=O)O)c1cccc(Br)c1)C(=O)C2 (centres undefined)	-11	-5	-1	-1	0.4	0	1.1	-3	1
Cc1nnc(Nc2ccc(Cl)cc2)s1	3	-4	5	-2	0.2	-3	0.97	5	0.95
Cc1cc(C)nc(/N=C(\N)Nc2ccc(C(C)C)cc2)n1	-23	7	-1	6	53*	-4	1.2	6	1
O=C(NN=C1CCC(c2ccccc2)CC1)c1cc2c(s1)CCCC2 (centres undefined)	-15	-1	13	3	-1.6	-2	1.1	2	0.87
CN(C)/C=C(/C(=O)c1ccc(Cl)cc1Cl)S(=O)(=O)c1ccc(Cl)cc1	1	6	-3	1	7.4	-1	0.99	0	1
O=C(Cn1c(=O)n(-c2cccc(C(F)(F)F)c2)c(=O)c2sccc21)NCC1CCCO1 (centres undefined)	22	-9	5	-2	-1.0	-1	0.78	4	0.95
COc1ccccc1CNC(=O)[C@@H]1CCCN1C(=O)C1CCN(S(=O)(=O)c2ccc(C)cc2)CC1	12	-7	-9	-1	4.1	-2	0.88	0	1.1
NS(=O)(=O)c1ccc(Cc2ncc(C(F)(F)F)cc2Cl)s1	8	-2	-2	2	-2.8	0	0.92	2	1
c1ccc(COc2ccc(OCCOCCn3cncn3)cc2)cc1	-7	-3	1	3	30	-4	1.1	1	0.99
O=C(Cn1[nH]c(=O)c2ccccc2c1=O)NCC1COc2ccccc2O1 (centres undefined)	-12	-7	5	4	-0.1	3	1.1	1	0.95
COc1ccc(N2CCN(C(C)C(=O)Nc3nnc(C)s3)CC2)cc1 (centres undefined)	-19	-4	0	-4	-0.2	-2	1.2	-4	0.99
CC1CCCCC12NC(=O)N(CC(=O)NCC(=O)Nc1ccc(F)c(F)c1F)C2=O (centres undefined)	6	-4	-4	0	0.2	-7	0.94	-1	1
C=CCn1c(Cc2cccs2)nnc1SCC(=O)Nc1cc(OC)cc(OC)c1	7	-5	-5	-4	5.5	-1	0.93	-15	1.1
O=C(Nc1ccc(S(=O)(=O)N2CCOCC2)cc1)C1CCCCC1	1	0	9	1	-0.3	-2	0.99	-10	0.91
CCCCN(CC)C(=O)c1ccccc1Oc1ccccc1	-2	-7	-4	2	0.5	-1	1	10	1
Cc1ccccc1C(=O)OC1OC(=O)C(Cl)=C1Nc1ccccc1 (centres undefined)	3	-7	8	-3	0.0	-5	0.97	0	0.92
Cc1ccc(C)c(OCc2cc(C(=O)N3CCN(c4ccccc4)CC3)no2)c1	4	-6	-4	1	-1.7	-7	0.96	-8	1

3 structures already listed, ordered by count of non-hydrogen atoms, ascending.
SMILES	hIAP block	A3G deaminase	mIAP block	APOBEC3A inh	MPTP inh	beta cell repl	hIAP act	ATG4B inhibitor	mIAP act
Cc1ccccc1C(=O)OC1OC(=O)C(Cl)=C1Nc1ccccc1 (centres undefined)	3	-7	8	-3	0.0	-5	0.97	0	0.92
c1ccc(COc2ccc(OCCOCCn3cncn3)cc2)cc1	-7	-3	1	3	30	-4	1.1	1	0.99
Cc1ccc(C)c(OCc2cc(C(=O)N3CCN(c4ccccc4)CC3)no2)c1	4	-6	-4	1	-1.7	-7	0.96	-8	1

(cont.)
SMILES	hIAP block	A3G deaminase	mIAP block	APOBEC3A inh	MPTP inh	beta cell repl	hIAP act	ATG4B inhibitor	mIAP act
COc1ccc(CNC(=O)c2cccnc2SC)cc1OC	-10	-14	-17	12	0.3	-3	1.1	14	1.2
COc1ccccc1CNC(=O)Cn1ccc2cc(S(=O)(=O)N3CCCC3)ccc21	-9	-6	-5	-4	1.8	0	1.1	-8	1.1
O=C(NC1=NCCS1)c1sc2cc(F)ccc2c1Cl	2	1	1	3	-0.5	-4	0.98	-21	0.99
Cc1cc(-c2csc(NC(=O)c3ccc(=O)[nH]c3)n2)c(C)n1Cc1ccccc1	3	4	38	1	1.3	-4	0.97	-4	0.62
Cn1c(NC(=O)/C=C/c2ccccc2)cc(=O)n(C)c1=O	-7	-1	-3	3	-0.2	-1	1.1	5	1
COC(=O)[C@H](C)NC(=O)Nc1ccc(S(N)(=O)=O)cc1	1	-1	-4	0	0.3	-3	0.99	-12	1
COc1ccc(OCC(=O)N2CCN(C(=O)c3ccco3)CC2)cc1	5	1	1	-1	-0.5	-2	0.95	-17	0.99
CSc1nc(N2CCOCC2)c2c(c1C#N)CC(C)(C)OC2	21	-3	0	1	3.4	2	0.79	3	1
CC(C)C1COC(c2cccc3ccccc23)=N1 (centres undefined)	-3	-13	-14	-2	-0.5	-7	1	-5	1.1
COc1ccc(/C=C2/Sc3ccc(C(=O)NCCCN4CCOCC4)cc3NC2=O)cc1OC	6	-4	13	-4	-0.1	-4	0.94	-24	0.87
Cc1ccc(-c2nc(-c3ccccn3)no2)cc1[N+](=O)[O-]	-6	0	-14	-5	1.5	-3	1.1	-3	1.1
COc1ccc(-c2nc3c4ccccc4ccn3c2CN2CCOCC2)cc1OC	3	-4	-2	1	0.0	-1	0.97	-14	1
COCCn1c(N)c(N(Cc2ccccc2)C(=O)c2cc3ccccc3o2)c(=O)[nH]c1=O	1	-12	-4	2	-0.2	1	0.99	-5	1
CN1CCN(S(=O)(=O)c2ccc(NC(=O)c3ccco3)cc2)CC1	-10	-4	-7	-5	-2.1	-1	1.1	-2	1.1
Cc1cc(C)cc(-c2nc(-c3ccncc3)no2)c1	20	-5	-4	-2	-0.1	0	0.8	0	1
COc1ccccc1N1CCN(CCCNC(=O)Nc2ccccc2)CC1	6	-6	-20	1	-0.5	-2	0.94	3	1.2
CCCn1c(SCC(=O)Nc2nc(C)c(C(=O)OC)s2)nnc1C(C)C	-3	-2	0	1	-0.2	0	1	-4	1
O=C(Nc1ncc([N+](=O)[O-])s1)C1COc2ccccc2O1 (centres undefined)	7	-5	6	-4	34	-5	0.93	-12	0.94
COc1ccc(-c2c3c(=O)n(C)c(=O)n(C)c3cn2-c2cc(OC)ccc2OC)cc1	-6	-2	9	-2	1.0	3	1.1	-9	0.91
Cc1cc(C)c(CN2CCN(C(=O)Cn3cnc4c(NCc5ccccc5)ncnc43)CC2)c(C)c1	·	1	2	3	80*	·	·	-10	0.98
O=C(CSc1n[nH]c(-c2ccccc2)n1)Nc1ccccc1O	-10	-5	11	-1	0.7	-4	1.1	3	0.89
COC(=O)Cc1ccc(NC(=S)NCc2ccc(Cl)cc2)cc1	-11	-6	-52	-1	20	-4	1.1	-7	1.5
Cc1nc(C(=O)NNC(=O)c2ccccc2)c(C(F)(F)F)o1	-33	-9	10	-3	1.3	-2	1.3	6	0.9
Cc1c(NC(=O)CSc2nnc(Nc3ccccc3)s2)c(=O)n(-c2ccccc2)n1C	1	1	3	3	-0.6	-2	0.99	5	0.97
CCn1c2ccccc2c2cc(/C=N/NC(=O)c3cc(O)cc(O)c3)ccc21	0	-4	-2	1	-0.3	-2	1	-4	1
COc1ccc2c(c1)CC/C2=N\OC(=O)c1cccc(C)c1	-4	0	6	3	-2.2	0	1	0	0.94
Cc1cc(N2CCN(Cc3cn(C)nc3-c3ccccc3F)CC2)cc(C)n1	-4	-1	-4	1	-1.2	-1	1	-2	1
COc1ccccc1NC(=O)CSc1nc(O)cc(=O)[nH]1	-5	-5	12	-2	-1.6	1	1.1	-4	0.88
COc1ccc(Cc2noc(CN(C)CC3CCN(Cc4ccccc4)CC3)n2)cc1OC	-15	3	2	5	9.7	2	1.2	-11	0.98
COc1ccc(C(CNC(=O)c2ccc(NS(=O)(=O)c3ccc(F)c(C)c3)cc2)N(C)C)cc1 (centres undefined)	3	-5	-3	-3	1.3	-4	0.97	6	1
Clc1ccc(CNc2nc(N3CCOCC3)nc(N3CCOCC3)n2)cc1	-1	-1	-10	-1	1.6	2	1	-8	1.1
C=CCN1CCc2c(cc(O)c(O)c2Br)[C@@H](c2ccccc2)C1	-31	-5	-5	-3	4.3	-8	1.3	-8	1.1
Cc1ccn(C)c(=N)c1	-2	10	9	48*	-0.6	-5	1	-2	0.91

Assay outcomes: PubChem BioAssay, Sanford-Burnham Center for Chemical Genomics

Compounds as they come. About 3.3% of those tested had a hit in this group.
